LAP4 TOR yeast = yeast TOR pathway LAP4-GFP modulation; S. cerevisiae LAP4-GFP multiplex, flow cytometry GFP, 3 h; median GFP as percent of DMSO wells; GFP response vs DMSO, % at 10 µM; 0.34% of 320,000 active; AID 2023;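 active means GFP response vs DMSO above a set limit, about the screen mean plus 3 SD, cut at about 150% in these data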
CIT2-GFP yeast = alters CIT2-GFP fluorescence in TOR pathway yeast screen | GFP response vs DMSO, % at 10 µM | 0.065% of 320,000 active | AID 2029 | S. cerevisiae CIT2-GFP strain, flow cytometry, 3 h; 100 means same as DMSO wells;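 active means GFP response relative to DMSO above a set limit, near the screen mean plus 3 SD, cut at about 150% in these data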;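 further: ratio of well median GFP fluorescence to mean of DMSO wells on the plate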
MEP2-GFP yeast = modulators of TOR pathway MEP2-GFP in S. cerevisiae; S. cerevisiae MEP2-GFP strain, flow cytometry GFP, 3 h; 100% = DMSO control level; GFP response vs DMSO, % at 10 µM; 0.51% of 330,000 active; AID 2016;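 active means GFP response versus DMSO above a set limit, roughly screen mean plus 3 SD, cut at about 180% in these data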;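 further: median GFP fluorescence of the barcode-gated MEP2-GFP cells per well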
procasp3 activ = procaspase-3 (human) activation | recombinant procaspase-3 D3A, Ac-DEVD-pNA absorbance 405 nm | activation, % at 8.5 µM | 0.11% of 330,000 active;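 active means activation above the mean of all tested compounds plus 3 SD, cut at about 21% in these data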;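 further: 0% = DMSO alone and 100% = DMSO wells spiked with extra 5 µM PC-3 D3A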
Target sequence (P42574 whole entry D9A/D28A/D175A): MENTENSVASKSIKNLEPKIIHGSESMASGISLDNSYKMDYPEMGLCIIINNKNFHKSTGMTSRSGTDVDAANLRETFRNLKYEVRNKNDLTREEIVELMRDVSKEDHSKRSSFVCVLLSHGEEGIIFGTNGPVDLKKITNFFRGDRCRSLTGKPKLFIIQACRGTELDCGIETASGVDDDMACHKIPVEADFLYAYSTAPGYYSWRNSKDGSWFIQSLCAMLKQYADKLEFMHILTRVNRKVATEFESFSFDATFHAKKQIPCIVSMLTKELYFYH
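Test system: Procaspase-3 D3A mutant; medium: Zinc-free HEPES/NaCl buffer with 0.01% Triton X-100 at pH 7.4; reagent: DEVD-pNA substrate; doses: one concentration, 8.5 µM nominal, 0.8% DMSO; times: 1 h preincubation plus 2 h reaction at 25 °C; signal: Epi-absorbance at 405 nm of released p-nitroaniline, 0 and 120 min; replicates: singlicate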
proCasp7 act = counter-screen for procaspase-3 activators: activators of human procaspase-7; P55210; recombinant procaspase-7, Ac-DEVD-pNA absorbance 405 nm; D23A/D198A/D206A triple mutant, cannot self-cleave; scale: DMSO 0, 5 µM enzyme 100; activation, % at 8.5 µM; 0.093% of 330,000 active; AID 463210;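 active means percent activation above the screen-wide mean plus 3 SD, cut at about 25% in these data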
Target sequence (P55210 whole entry D23A/D198A/D206A): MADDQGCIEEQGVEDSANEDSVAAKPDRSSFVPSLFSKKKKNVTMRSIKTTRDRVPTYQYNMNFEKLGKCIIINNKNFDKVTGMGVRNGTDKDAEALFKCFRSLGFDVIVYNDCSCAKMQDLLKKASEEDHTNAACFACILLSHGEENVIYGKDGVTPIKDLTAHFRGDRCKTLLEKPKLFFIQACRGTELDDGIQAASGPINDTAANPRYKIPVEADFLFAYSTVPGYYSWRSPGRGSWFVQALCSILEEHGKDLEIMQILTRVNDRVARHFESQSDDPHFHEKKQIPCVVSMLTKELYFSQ
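Detection: p-Nitroaniline absorbance at 405 nm, read at 0 and 120 min; system: Uncleavable procaspase-7 mutant enzyme; evaluation: % activation from two-timepoint absorbance difference, scaled to controls; times: 1 h enzyme–compound preincubation and 2 h substrate reaction, both 25 °C; buffer or medium: Zinc-free HEPES pH 7.4 with 300 mM NaCl, 0.01% Triton X-100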
RPL19A TOR yeast = modulators of TOR pathway RPL19A-GFP in S. cerevisiae; percent response vs DMSO, % at 10 µM; AID 2025; S. cerevisiae RPL19A-GFP strain, flow cytometry, 3 h; stronger effect = lower value; 0.3% of 330,000 active;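 active means percent response vs DMSO below 50%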;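 further: median channel GFP fluorescence of the barcoded RPL19A-GFP strain; ratio of sample median GFP to plate DMSO average so 100% = DMSO; lower means less RPL19A-GFP as with rapamycin TOR inhibition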
AHR activator = activates the human aryl hydrocarbon receptor; AHR-responsive luciferase reporter cells, luminescence; activation, % at 5 µM; 2.5% of 320,000 active; in the data active means activation above about 47%;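 further: 0% = vehicle wells and 100% = reference agonist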
AGP1 TOR yeast = modulators of TOR pathway AGP1-GFP in S. cerevisiae; 0.02% of 320,000 active; GFP response vs DMSO, % at 10 µM; S. cerevisiae AGP1-GFP multiplex flow cytometry, 3 h; GFP as percent of DMSO wells;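 active means GFP response relative to DMSO above a set limit, near screen average plus 3 SD, cut at about 150% in these data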;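 further: median GFP channel fluorescence of the gated AGP1 strain per well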
Numbers without * were called inactive; · = no result given. Compounds as they come, and some 3.5% of all compounds hit somewhere here.

SMILES | LAP4 TOR yeast | CIT2-GFP yeast | MEP2-GFP yeast | procasp3 activ | proCasp7 act | RPL19A TOR yeast | AHR activator | AGP1 TOR yeast
O=C(CCN1C(=O)/C(=C/c2ccccc2Cl)SC1=S)Nc1ccccn1 | 110 | 96 | 99 | -8 | -16 | 102 | 0 | 103
Cc1nc2c(c(C)nn2-c2ccccc2)c(C)c1Cl | 91 | 93 | 87 | 1 | 5 | 94 | 23 | 90
COc1ccccc1-c1nnc(SCC(=O)Nc2ccc(N3CCOCC3)cc2)n1N | 96 | 100 | 103 | 3 | 4 | 96 | 6 | 99
C=CCNC(=S)Nc1ccc2nc(C)c(C)nc2c1 | 103 | 93 | 102 | -7 | -8 | 97 | 0 | 101
CCC(C)OC(=O)C1=C(C)OC23OC(N)=C(C#N)C12C(=O)c1ccccc13 (configuration not stated) | 96 | 98 | 100 | 4 | 22 | 103 | 6 | 97
Cn1c(Nc2ccc(F)cc2)nc2ccccc21 | 98 | 103 | 101 | -6 | 16 | 105 | -1 | 103
COc1ccc(C(=O)Nc2cccc(C(=O)N3CCN(C)CC3)c2)cc1 | 103 | 104 | 99 | 12 | 1 | 100 | 16 | ·
COc1ccc(/C=N/n2nnnc2N)c(OC)c1 | 110 | 96 | 111 | · | · | 101 | · | 98
c1ccc2c(-c3ccc(OCCN4CCCCC4)cc3)c(-c3ccsc3)sc2c1 | 123 | 83 | 101 | 3 | 10 | 92 | -1 | 100
CCOC(=O)Oc1ccc2oc(=O)cc(C)c2c1 | 95 | 96 | 105 | 6 | -2 | 94 | 5 | 95
COc1cc2c(C(=O)NCCCN3CCN(c4cccc(Cl)c4)CC3)cn(C)c(=O)c2cc1OC | 99 | 96 | 97 | 6 | 8 | 97 | 7 | 102
CCc1c(C)nc(N)n2c(SCC(=O)Nc3ccccc3)nnc12 | 93 | 99 | 97 | -6 | 3 | 95 | 3 | 97
COc1cc(NC2c3ccccc3C(=O)N2Cc2ccccc2Cl)cc(OC)c1OC (configuration not stated) | 113 | 92 | 99 | -3 | 2 | 97 | 2 | 99
Cc1cc(C)nc(N2CCCC(C(=O)NCCc3cccc(F)c3)C2)n1 (configuration not stated) | 98 | 108 | 105 | 0 | 2 | · | 1 | 103
Oc1c(C(c2cccs2)N2CCN(c3ccccc3)CC2)ccc2cccnc12 (configuration not stated) | 209* | 88 | 95 | 3 | 0 | 108 | -9 | 87

Reprinted from the part before: six entries, then new ones.
SMILES | LAP4 TOR yeast | CIT2-GFP yeast | MEP2-GFP yeast | procasp3 activ | proCasp7 act | RPL19A TOR yeast | AHR activator | AGP1 TOR yeast
CCOC(=O)Oc1ccc2oc(=O)cc(C)c2c1 | 95 | 96 | 105 | 6 | -2 | 94 | 5 | 95
COc1cc2c(C(=O)NCCCN3CCN(c4cccc(Cl)c4)CC3)cn(C)c(=O)c2cc1OC | 99 | 96 | 97 | 6 | 8 | 97 | 7 | 102
CCc1c(C)nc(N)n2c(SCC(=O)Nc3ccccc3)nnc12 | 93 | 99 | 97 | -6 | 3 | 95 | 3 | 97
COc1cc(NC2c3ccccc3C(=O)N2Cc2ccccc2Cl)cc(OC)c1OC (configuration not stated) | 113 | 92 | 99 | -3 | 2 | 97 | 2 | 99
Cc1cc(C)nc(N2CCCC(C(=O)NCCc3cccc(F)c3)C2)n1 (configuration not stated) | 98 | 108 | 105 | 0 | 2 | · | 1 | 103
Oc1c(C(c2cccs2)N2CCN(c3ccccc3)CC2)ccc2cccnc12 (configuration not stated) | 209* | 88 | 95 | 3 | 0 | 108 | -9 | 87
CCc1ccc(OCC(=O)NC(=S)Nc2cccc(CO)c2)c(Br)c1 | 107 | 101 | 105 | 2 | 7 | 99 | 4 | 98
CN(C)S(=O)(=O)c1cc(NC(=O)COC(=O)Cc2cccc3ccccc23)ccc1Cl | 107 | 100 | 117 | 8 | 5 | 104 | 2 | 104
CC(=O)c1c(C)[nH]c(C(=O)O)c1C | 92 | 100 | 103 | 5 | 8 | 100 | 6 | 101
O=C(NC1CCCC1)C(c1ccncc1)N(Cc1cccs1)C(=O)c1csnn1 (configuration not stated) | 94 | 103 | 105 | 0 | -11 | 98 | 0 | 107
CCOC(=O)c1[nH]c(C)c(C(=O)OCC(=O)N2CCc3ccccc32)c1C | 89 | 103 | 94 | 3 | 6 | 97 | 1 | 99
Cc1ccc(NC(=O)c2cccs2)cc1NC(=O)c1cccc(F)c1 | 98 | 97 | 107 | 0 | 4 | 100 | 64* | 102
COC(=O)C1=C(C)N(Cc2ccco2)C(=O)N[C@H]1c1cccc(C(F)(F)F)c1 | 104 | 73 | 92 | 7 | -3 | 96 | -1 | 85
Cc1nnc(SCC(=O)Nc2ccc3[nH]c(=O)[nH]c3c2)s1 | 104 | 97 | 96 | -2 | 6 | 93 | 0 | 94
c1cncc(-c2nn3c(Cn4cnc5ccccc54)nnc3s2)c1 | 80 | 85 | 95 | -10 | -24 | 116 | 5 | 89
Cc1c(C(=O)O)oc2ccc(S(=O)(=O)N3CCCCC3C(=O)O)cc12 (configuration not stated) | 99 | 103 | 109 | -1 | -3 | 100 | -1 | 105
CC(=O)NCCc1nc2cc(NC(=O)COc3ccc(C)cc3)ccc2n1C | 98 | 90 | 110 | -13 | 0 | 90 | 1 | 89
CCOC(=O)N1CCN(C(=O)CSc2ccc(-c3ccccc3OC)nn2)CC1 | 102 | 102 | 109 | 0 | 3 | 91 | -1 | 100
CCn1c2ccccc2c2cc(NC(=O)c3ccccc3[N+](=O)[O-])ccc21 | 99 | 99 | 102 | 7 | 9 | 102 | 36 | 98
CCn1c(SCC(=O)NCc2ccccc2)nnc1-c1cccnc1 | 91 | 97 | 101 | -3 | 1 | 99 | 8 | 96
CN(Cc1cnccn1)C(=O)C1CCC(=O)N(CCc2ccc(Cl)cc2)C1 (configuration not stated) | 102 | 103 | 105 | -3 | 6 | 105 | 0 | 109

Quoted from the listing:
In AGP1 TOR yeast, COc1ccc(/C=N/n2nnnc2N)c(OC)c1 has the entry 98
In RPL19A TOR yeast, COC(=O)C1=C(C)N(Cc2ccco2)C(=O)N[C@H]1c1cccc(C(F)(F)F)c1 has the entry 96

(continued)
SMILES | LAP4 TOR yeast | CIT2-GFP yeast | MEP2-GFP yeast | procasp3 activ | proCasp7 act | RPL19A TOR yeast | AHR activator | AGP1 TOR yeast
C/C(=N\Nc1ccc([N+](=O)[O-])cc1[N+](=O)[O-])c1cc2c(ccc3ccccc32)oc1=O | 93 | 91 | 96 | 1 | 5 | 87 | 1 | 89
COc1cccc(/C=N/NC(=O)CN2CC(c3ccccc3)CC2=O)c1O (configuration not stated) | 99 | 106 | 103 | 10 | 2 | 103 | 8 | 102
Cc1ccccc1Nc1nc(N)nc(COC(=O)/C=C/c2ccco2)n1 | 108 | 94 | 94 | 3 | -3 | 97 | 6 | 95
O=C(Cc1ccc(Br)cc1)N1CCCC1 | 96 | 106 | 99 | 5 | 3 | 94 | 3 | 95
CCOC(=O)C1CCN(C(=S)Nc2cc(OC)c(OC)cc2C(=O)OC)CC1 | 104 | 104 | 97 | -2 | -22 | 99 | 5 | ·
CN(C)CC(O)COc1cc2ccccc2cc1C(=O)N1CCCCC1 (configuration not stated) | 115 | 104 | 108 | 7 | 10 | 109 | -1 | 108
CN1CCN(c2ccc(NC(=O)c3ccc(-c4ccccc4F)o3)cc2)CC1 | 103 | 97 | 107 | 1 | -9 | 96 | 64* | 97
O=C(c1ccccc1F)N1CCOCC1 | 100 | 101 | 106 | 2 | 1 | 111 | 0 | 109
Cc1ccc(SCc2nc3ccccc3[nH]2)cc1 | 112 | 89 | 100 | 1 | 7 | 97 | 7 | 101
O=C1CC(N2CCC(c3nc4ccccc4o3)CC2)C(=O)N1Cc1cccs1 (configuration not stated) | 99 | 98 | 98 | -14 | -25 | 100 | -4 | 105
CCn1c(CN2CCCCC2)nc2cc(S(=O)(=O)N3CCCCC3)ccc21 | 99 | 95 | 98 | 1 | -5 | 92 | -1 | 95
CCC(=O)N=C1SC2CS(=O)(=O)CC2N1c1cccc(OC)c1 (configuration not stated) | 95 | 112 | 104 | 6 | 8 | 104 | -1 | 111
CCOC(=O)Cc1cc(OC)c(OC)cc1Cc1cc(OC)c(OC)cc1CC(=O)OCC | 94 | 97 | 95 | 3 | -9 | 98 | -1 | 99
O=C(NCc1ccco1)/C(=C\C=C\c1ccccc1)NC(=O)c1ccccc1Br | 91 | 104 | 100 | 3 | 17 | 106 | 14 | 101
CCc1c(C)nc2cc(-c3ccc(Cl)cc3)[nH]n2c1=O | 99 | 100 | 109 | 1 | -7 | 101 | 113* | 100
Oc1ccc(/C=N/N=C(c2ccccc2)c2ccccc2)c(O)c1O | 129 | 54 | 115 | -20 | -22 | 88 | 1 | 19
COc1ccc(N2CCN(C(=O)CCS(=O)(=O)c3ccc(OC)cc3)CC2)cc1 | 100 | 100 | 103 | 6 | -13 | 102 | -2 | 100
CN1C(C(=O)NCc2ccco2)CC2Cn3c(nc4cc(Cl)c(Cl)cc43)C21 (configuration not stated) | 92 | 102 | 105 | 2 | 0 | 97 | 1 | 100
C=CCNC(=S)N/N=C/c1ccc(OCc2ccccc2Cl)cc1 | 99 | 107 | 100 | 1 | 2 | · | 2 | 101
O=C(Nc1cccc(/C=C/c2ccccn2)c1)c1cc(Cl)ccn1 | 105 | 99 | 105 | 3 | -3 | 102 | 17 | 94
N#CC1(P(=O)(c2ccccc2)c2ccccc2)CC1 | 92 | 92 | 95 | -9 | 6 | 92 | 0 | 93
